SV40 large T antigen – TAg ATPase/helicase activity blockers – biochemical (AID 1903); inhibition, % at 20 µM, or IC50 in µM where a hit was titrated; SV40 large T antigen ATPase/helicase inhibition assay; higher % means a stronger effect; 310,000 compounds, 0.39% hits; in the data active means a potency from the dose series; inconclusive means inhibition mostly from about 32% at the one dose, without a potency; inactive means the rest, 99 in 100 with inhibition below about 32%; further: strong numbers were not always called active
Salmonella PhoP GFP – PhoP-dependent GFP reporter repression – Salmonella Typhimurium, primary screen (AID 1863). inhibition, % at 50 µM, or IC50 in µM where a hit was titrated. 300,000 compounds, 0.16% hits. S. Typhimurium PhoP-regulated promoter GFP reporter, 4 h; higher % means a stronger effect;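 active means inhibition over 29.93%, a cutoff 3 SD above the screen mean, later confirmed by dose response; inconclusive means inhibition over 29.93% but no dose response follow-up; inactive means inhibition at most 29.93% or unconfirmed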;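 further: 0% = low Mg2+ inducing control and 100% = high Mg2+ repressing control; strong numbers were not always called active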
WT yeast gro inh – growth inhibition of WT yeast, mitochondrial fusion screen; mitochondrial fusion phenotypic screen, WT strain; inhibition, % at 10 µM; 190,000 compounds, 2.1% hits; AID 1362; in the data active means inhibition above about 58%; tested in S. cerevisiae
b-catenin transl – modulators of beta-catenin nuclear translocation | HeLa beta-catenin nuclear translocation, immunofluorescence imaging | nuclear translocation activity, % at 5 µM | 190,000 compounds, 0.3% hits | AID 1665;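 active means nuclear translocation activity above 50% at 5 µM, with a well cell count of 50 or more; inconclusive means wells under 50 cells across six images, flagged as toxic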;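 further: per-cell ratio of nuclear to cytoplasmic median beta-catenin stain intensity; plate controls were DMSO negative control for no effect and GSK-3 inhibitor IX positive control for full effect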
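Test system: human HeLa cells, native beta-catenin. Compound dosing: 5 µM primary single dose, 0.1% DMSO, 0.02–20 µM confirmation series. Incubation: compound exposure 24 h at 37°C. Detection: beta-catenin immunostaining with DAPI counterstain, 20x imaging, 6 fields/well. Read-out basis: Nuclear/cytoplasmic beta-catenin signal ratio, % activation.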
RSV antiviral HEp-2 – RSV antiviral activity via CPE protection, HEp-2 cells, primary 10 µM value included (AID 2391) | HEp-2 cells, RSV-induced CPE inhibition; higher % means a stronger effect | CPE inhibition, % at 10 µM, or IC50 in µM where a hit was titrated | 310,000 compounds, 0.13% hits; in the data active means a potency from the dose series; inconclusive means CPE inhibition mostly from about 23% at the one dose, without a potency; inactive means the rest, 99 in 100 with CPE inhibition below about 21%; further: strong numbers were not always called active
T cell modulator – modulates CD8 T cell binding to vesicles. 2C CD8+ T cell-vesicle binding, flow cytometry; hits give low values. calls only at 7 µM. 330,000 compounds, 0.068% hits. AID 2052;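 active means response, share of CD8 T cells binding vesicles, and their 90th percentile fluorescence all below set limits, cut at about 80% in these data, passing the limit was not always enough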
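incubation = binding step 1.5 h, 37 °C, antibody labelling 20 min, ice | test system = 2C mouse CD8+ T cells | read-out basis = percent CD8+ FL2 mean versus row control | controls = Peptide-free naked vesicles (low) and QL9 vesicles with 0.7% DMSO vehicle (high) | detection = flow cytometry of vesicle-bound cells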
West Nile virus CPE – West Nile virus antiviral activity, cell-based, CPE readout (AID 1621) | West Nile virus-infected cells, CPE inhibition; higher % means a stronger effect | CPE inhibition, % at 10 µM; hits with a dose series show IC50 in µM | 290,000 compounds, 0.02% hits; in the data active means a potency from the dose series; inconclusive means CPE inhibition mostly from about 3.7% at the one dose, without a potency; inactive means the rest, 99 in 100 with CPE inhibition below about 2.2%; further: strong numbers were not always called active
MgcRacGAP inhibition – MgcRacGAP GTPase-activating activity inhibitors, confirmation, biochemical, ADP Hunter fluorescence; 340,000 compounds, 0.6% hits; AID 624330; MgcRacGAP-stimulated Rac1 GTP hydrolysis, ADP Hunter fluorescence; higher % means a stronger effect; GST-tagged Rac1 F28L mutant substrate; inhibition, % at 30 µM, or IC50 in µM where a hit was titrated;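 active means first-screen hits whose inhibition reached a set limit at any dose in the follow-up dose series; inconclusive means inhibition above the set first-screen limit but never retested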;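 further: fluorescence reports GDP produced by GAP-driven GTP hydrolysis; strong numbers were not always called active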
Myeloid diff MLP – myeloid differentiation induction; ER-HoxA9 myeloid progenitors, lysozyme-GFP differentiation, flow cytometry; AID 624256; calls only at 10 µM; 360,000 compounds, 1% hits;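 active means normalized GFP-positive differentiation at or above the plate's own cutoff, the solvent-only control mean plus 3 SD; inconclusive means no clear call, values can overlap the other calls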;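 further: cells exposed to compound for four days before flow analysis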
WT yeast gro inh mutant strain – also measured in WT yeast gro inh; calls as there; inhibition, %; mitochondrial fusion phenotypic screen, mutant strain inhibition
b-catenin transl cell count 5 µM – second read-out of b-catenin transl, no call of its own (marks repeat the call); cell count; measured here: cell count, cytotoxicity flag
T cell modulator vesicle-bound % – also measured in T cell modulator; calls as there; double positive events, %; measured here: CD8+ vesicle-bound cell fraction;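 binding gate set so that unloaded-vesicle control wells show 10% double positive cells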
Myeloid diff MLP GFP+ MAC1+ % – also measured in Myeloid diff MLP; calls as there; GFP+ MAC1+ double positive, %; measured here: differentiation confirmed by MAC1 staining
* marks the source's active call; other numbers are inactive results; i = inactive; ? = inconclusive; · = no result given.

Sequence of screens: SV40 large T antigen	Salmonella PhoP GFP	WT yeast gro inh	WT yeast gro inh mutant strain	b-catenin transl	b-catenin transl cell count 5 µM	RSV antiviral HEp-2	T cell modulator	T cell modulator vesicle-bound %	West Nile virus CPE	MgcRacGAP inhibition	Myeloid diff MLP	Myeloid diff MLP GFP+ MAC1+ %
CCOC(=O)N1CCN(S(=O)(=O)c2ccc(C(=O)NNc3nc4ccc(Cl)cc4s3)cc2)CC1
→ 12.0%	27.0%	-7.8	-7.8	-1.8	504	-1.9%	i	21.0	-0.4%	8.5%	i	2.5
O=C(Nc1ccc2oc(-c3ccncc3)nc2c1)c1ccccc1
→ -0.2%	-6.2%	-1.0	-13.9	2.1	1046	0.5%	i	13.1	0.0%	9.0%	i	0.0
N#CC(CC(=O)c1ccc(F)cc1)c1ccc2c(c1)OCO2 (stereo unspecified)
→ -4.3%	31.5%	·	·	·	·	1.2%	i	53.3	-0.4%	9.5%	i	0.3
COc1ccc(F)cc1S(=O)(=O)N1CCC2(CC1)OCCN2S(=O)(=O)c1cccs1
→ 9.9%	-4.5%	·	·	·	·	2.8%	i	55.0	·	9.5%	i	0.9
Cc1ccccc1CN1CCC(CNC(=O)Nc2ccc(F)cc2F)CC1
→ 9.6%	-4.6%	·	·	·	·	0.4%	i	33.8	2.5%	4.2%	i	0.8
CN(Cc1ccccc1)C(=O)COc1cccnc1[N+](=O)[O-]
→ 3.3%	3.2%	·	·	·	·	0.0%	i	51.1	-0.3%	8.0%	i	0.5
O=C(CN1C(=O)C2CC=CCC2C1=O)NC1CCCCC1 (stereo unspecified)
→ -3.6%	1.5%	3.4	7.6	6.5	837	2.6%	i	34.2	0.2%	-2.6%	i	0.6
NC1=NC(=O)C(Cc2cccc(Cl)c2Cl)S1 (stereo unspecified)
→ 9.4%	12.8%	-14.1	-14.7	·	·	6.4%	i	48.2	-0.7%	-1.1%	i	2.7
COc1ccccc1N1CCN(C(=O)c2sc3nc(-c4ccc(F)cc4)cn3c2C)CC1
→ 2.8%	1.7%	41.8	22.4	-2.0	1114	1.0%	i	12.0	·	17.4%	i	2.0
Cc1cccc(/C=N/NC(=O)c2ccccc2OCc2cccc(Br)c2)n1
→ 32.1%	2.8%	·	·	·	·	6.7%	i	11.8	-0.3%	-2.1%	i	0.7
CCOC(=O)c1oc2nc3c(cc2c1N)CCCC3
→ 10.4%	-15.3%	·	·	0.1	1361	1.8%	i	39.0	-0.1%	·	i	0.4
CC(=O)Nc1ccc(OS(=O)(=O)c2ccccc2C)cc1
→ 14.5%	0.1%	-4.3	0.8	-2.2	987	-0.4%	i	52.5	-0.4%	3.7%	i	0.4
Cc1cc(NC(=S)N(CCCN2CCN(C)CC2)Cc2ccco2)ccc1Cl
→ -0.3%	-2.3%	18.4	17.2	-1.7	1117	4.8%	i	35.1	-0.9%	7.7%	i	0.3
Cc1ccc(CN(Cc2cc3cccc(C)c3[nH]c2=O)C(=O)N(C)C)cc1
→ ·	·	·	·	-9.0	1244	1.4%	i	28.9	-0.4%	1.4%	i	0.4
CCOC(=O)c1sc(=S)n(CC)c1N
→ 6.6%	1.0%	-1.9	6.8	-2.9	888	20.2%	i	15.9	-0.1%	16.2%	i	0.9
O=C(Nc1nc(=O)[nH]s1)c1ccccc1
→ 9.9%	-10.7%	-27.2	1.2	-0.1	1021	-0.1%	i	59.1	0.1%	6.2%	i	0.2
COc1ccc2[nH]c(-c3ccc(C)cc3)cc(=O)c2c1
→ 17.8%	-2.5%	-5.5	5.2	·	·	1.8%	i	36.0	-1.2%	0.8%	i	1.4
COCCCn1nnnc1SCC(=O)N1CCN(C(=O)c2ccco2)CC1
→ 24.5%	-3.0%	-1.6	-10.8	-1.2	1050	5.6%	i	26.5	0.0%	12.1%	i	0.5
NCCCC(=O)N1c2ccccc2Sc2ccccc21
→ 6.2%	5.5%	13.0	3.1	·	·	0.7%	i	38.7	0.9%	3.2%	i	0.6
CCOc1ccc(Cl)cc1S(=O)(=O)n1cnc2ccccc21
→ 1.6%	-5.1%	-11.8	-1.1	·	·	-0.2%	i	43.5	0.4%	-1.6%	i	0.8
N#Cc1c(-c2ccco2)c2c([nH]c1=S)CCCC2
→ 37.7µM*	-3.9%	0.9	-0.3	-1.4	1085	1.2%	i	33.7	0.0%	21.9%	i	1.2
O=C(O)c1ccc2c(c1)C(=O)N(c1ccc(/C=C/C(=O)c3ccccc3)cc1)C2=O
→ 18.7%	0.9%	-11.3	3.4	-1.7	1523	0.7%	i	58.7	1.7%	14.3%	i	0.3
COc1ccc(-n2cnnc2)cc1
→ 5.0%	-5.6%	15.0	-3.1	1.4	1428	0.1%	i	40.8	-0.1%	9.0%	i	0.9
CC1CCCCC1NS(=O)(=O)c1ccc(-n2cnnn2)cc1 (stereo unspecified)
→ 8.9%	1.1%	-5.0	-0.6	-6.9	966	1.6%	i	22.5	-0.8%	6.2%	i	1.8
CC(C(=O)OCC(=O)c1ccc([N+](=O)[O-])cc1)N1C(=O)C2C3C=CC(C3)C2C1=O (stereo unspecified)
→ 20.9%	-6.9%	·	·	·	·	0.6%	i	20.3	0.0%	11.2%	i	1.7
O=[N+]([O-])c1cccc(/C=N/n2c(-c3cccnc3)n[nH]c2=S)c1
→ ?	5.6%	-5.8	-17.7	-0.6	952	1.1%	i	25.9	-0.2%	31.9µM*	i	0.2
O=C(CN1CCN(S(=O)(=O)c2ccccc2)CC1)NC(=O)NCc1ccccc1
→ 6.0%	4.8%	-17.1	-5.9	-0.3	1298	0.3%	i	51.4	0.8%	1.5%	i	1.0
Cc1ccc(-c2nn(CC(=O)NCc3ccco3)c(=O)c3ccccc23)cc1
→ 8.5%	10.8%	-2.9	8.1	0.0	1021	-0.4%	i	42.4	-0.1%	12.7%	i	1.2
O=C(NCc1ccccn1)c1ccc(Cn2cc(C(F)(F)F)ccc2=O)cc1
→ 9.7%	-1.9%	-2.4	14.0	0.9	1074	-0.6%	i	43.8	0.1%	1.5%	i	0.1
CCCC(=O)Nc1cccc(C(=O)Nc2ccccc2OCC)c1
→ 0.4%	-4.6%	17.6	5.9	0.4	1553	1.2%	i	64.9	0.5%	·	·	·
COc1ccccc1CNc1ccc(Br)cn1
→ 4.8%	-7.4%	·	·	·	·	0.1%	i	25.6	0.6%	1.8%	i	0.6
COc1ccc(OC)c(NC(=O)Nc2ccc3c(c2)CCC3)c1
→ 10.7%	2.5%	·	·	·	·	?	i	7.9	-0.9%	9.2%	i	0.7
O=S(=O)(Nc1ccc(Cl)cc1)c1ccc2c(c1)CCO2
→ 2.7%	9.3%	·	·	1.7	1291	12.0%	i	25.1	-1.1%	3.3%	i	1.4
O=C(Nc1cccc(Cl)c1)C1CC1c1ccccc1 (stereo unspecified)
→ 10.8%	·	·	·	·	·	2.8%	i	24.8	·	-0.8%	i	0.5
NS(=O)(=O)c1ccc(CNC(=O)C23CC4CC(CC(C4)C2)C3)cc1
→ 12.8%	-1.1%	1.3	0.7	·	·	1.7%	i	41.0	-0.2%	2.6%	i	0.2
COc1ccc(Cl)cc1NC(=O)N(C)Cc1c(C)nn(C)c1C
→ -8.8%	5.3%	-4.3	-12.7	0.6	1060	-1.7%	i	29.5	-0.6%	5.1%	i	7.4
CNc1nc(C)c(C(=O)OCc2ccccc2)s1
→ 9.9%	-8.1%	9.9	12.7	-0.5	1147	?	i	7.5	1.5%	0.3%	i	0.7
CCOC(=O)c1c(-c2ccc(C)cc2)csc1NC1=NS(=O)(=O)c2ccccc21
→ 7.0%	-9.1%	-7.7	-10.6	-0.7	563	1.4%	i	21.0	0.1%	9.9%	i	0.6
CC(OC(=O)CCCC(=O)Nc1ccc(F)cc1)C(=O)c1ccccc1 (stereo unspecified)
→ 7.6%	-0.2%	·	·	·	·	3.2%	i	45.3	-0.6%	3.9%	·	·
CC(=O)Nc1ccc2c(c1)OCCOCCOc1cc(NC(C)=O)ccc1OCCO2
→ 16.0%	-2.5%	·	·	-2.3	1126	-0.2%	i	28.0	0.3%	2.3%	i	0.4
O=C1CCCN1CCC1CCN(C2CC(=O)N(c3ccc(F)cc3)C2=O)CC1 (stereo unspecified)
→ 9.0%	-1.8%	0.0	-3.2	-0.2	1150	0.8%	i	30.4	0.4%	-2.8%	i	7.1
Cc1cc(NC(=O)c2ccccc2F)cc(C)c1OCC(=O)N1CCOCC1
→ 22.1%	4.1%	·	·	·	·	1.4%	i	6.7	-0.3%	9.5%	i	0.4
c1ccc(C2CN3CCSC3=N2)cc1 (stereo unspecified)
→ 7.7%	-1.7%	-1.1	-1.0	-1.5	1134	0.6%	i	64.8	0.3%	7.5%	i	1.3
CC(=O)c1nn(-c2ccc(Cl)cc2)c(=O)[nH]c1=O
→ 10.8%	-3.9%	·	·	·	·	8.5%	i	60.4	-0.9%	·	i	0.3
COc1c(C)cccc1C(=O)Nc1ccc(N2CCN(S(C)(=O)=O)CC2)cc1
→ -20.0%	11.5%	-3.4	-24.4	-5.5	1017	1.7%	i	19.2	0.1%	3.3%	i	0.3
O=C(NCc1ccccc1Cl)C1CCCN1C(=O)NCc1ccccc1 (stereo unspecified)
→ 4.4%	0.9%	·	·	·	·	3.2%	i	58.4	-0.4%	1.2%	i	0.9
CCOC(=O)C1CCCN(S(=O)(=O)c2ccc(Br)c(OC)c2)C1 (stereo unspecified)
→ 3.8%	34.6%	14.3	13.7	·	·	5.7%	i	36.6	0.3%	0.0%	i	0.9
O=C(COC(=O)c1ccc(O)cc1)Nc1ccccc1-c1ccccc1
→ 4.8%	-11.8%	-10.7	-13.4	-0.2	973	2.4%	i	35.4	-0.1%	9.3%	i	0.2

Screens deposited in PubChem BioAssay by several laboratories.
